Source: PubChem BioAssay (National Center for Advancing Translational Sciences (NCATS))
Rab9 promoter act: Rab9 promoter activation; hit rate 2.8% among 320,000; Huh7 Rab9 promoter-luciferase reporter, luminescence, 24 h; AID 485297; Potency, µM (doses to about 9.22 µM), for the others: at the highest dose activation, negative = inhibition, actives largely listed as activators; also: potency is read from the fitted curve at half-maximal effect; % of control where 0% means no effect; nearly all actives have a fitted effect of over 60% in size
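Promoter activation is measured as luciferase luminescence in Huh7 cells stably transfected with a Rab9 promoter–luciferase construct, following 24 h compound exposure at 37 °C and 10 min reagent incubation at ambient temperature.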
NPC1 promoter act: activators of NPC1 promoter | AID 485313 | Potency, µM (series often up to 9.22 µM), inactives show at the highest dose activation, hits mostly activators | Huh7 NPC1 promoter luciferase reporter, 24 h | hit rate 2.4% among 320,000;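 also: potency is read from the fitted curve at half-maximal effect; % of control where 0% means no effect; nearly all actives have a fitted effect of over 60% in size; reporter is driven by a mutant NPC1 promoter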
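Luminescence read-out of NPC1 promoter-driven luciferase in stably transfected Huh7 cells; compounds delivered in DMSO and left 24 h at 37C, 5% CO2, qHTS titration format.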
Giardia kill: Giardia lamblia killing; Giardia lamblia trophozoite viability; activity change, % at 7.66 µM, hits read low; hit rate 0.15% among 340,000; AID 540267; in the data active = activity change below about -80%; inconclusive = between about -30% and that limit;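 also: parasites exposed to compound for two days anaerobically before the ATP read; % is scaled to controls: 0 for no effect and ±100 for the full control effect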
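Anaerobic 48 hrs incubation at 37 deg C of 100 trophozoites/well with test compounds; ATPLite 1-Step luminescence, 15-30 min RT, reports cellular ATP as viability.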
PKM2 activator: PKM2 (human) enzyme activation; purified PKM2, Kinase-Glo ATP luminescence, activation; response scale: 0% is enzyme alone, no compound; Potency, µM (series often up to 57.5 µM), for inactives: at the top dose activation, usual class: activators; hit rate 0.34% among 260,000; AID 1631; also: potency is read from the fitted curve at half-maximal effect; % is scaled to controls: 0 for no effect and ±100 for the full control effect; nearly all actives have a fitted effect of over 55% in size
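Purified hPK-M2 (>95%) run at intermediate activity with 0.1 mM ADP and 0.5 mM PEP in 50 mM imidazole pH 7.2, KCl, MgCl2; 1 h room temperature. ATP formed read by Kinase-Glo luminescence; normalized to uninhibited and no-enzyme controls.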
BRCA1 expr act: BRCA1 expression activation | hit rate 1.1% among 380,000 | AID 624202 | Potency, µM (highest dose often 46.1 µM), for inactives: at the top dose activation, hits mostly activators | MCF7-BRCA1-FFLuc reporter, luminescence, 48 h; response scale: scaled: vehicle 0%, 10 µM genistein 100%; also: potency is read from the fitted curve at half-maximal effect; nearly all actives have a fitted effect of over 80% in size; some results filed as inactive show a strong effect at the top dose
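Luminescence from a BRCA1-driven firefly luciferase in MCF7 cells was read after 48 h compound exposure at 37 C. Data normalized against DMSO and a 10microM genistein activation control, then curve-fitted across the titration.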
Menin MLL FP TR: displaces Texas Red mutant MLL peptide from human menin | O00255 | Menin + Texas Red MLL mutant peptide, fluorescence polarization | Potency, µM (titrated, usually from 61.6 µM), inactives show at the highest dose FP activity change, negative = inhibition, most hits filed as inhibitors | hit rate 0.23% among 270,000 | AID 1768; active = well fitted inhibition curve with a large enough effect in the polarisation, with a control signal flat, not every such curve was filed as active; inconclusive = small, poorly fitted or top-dose-only effect, or effect the other way, or a change in a side signal; inactive = no such curve, though single readings can be large or run the other way; the % refers to the polarisation; also: potency is read from the fitted curve at half-maximal effect; % of control where 0% means no effect; many of its hits are not listed in these tables
Target sequence (O00255 whole entry, looked up): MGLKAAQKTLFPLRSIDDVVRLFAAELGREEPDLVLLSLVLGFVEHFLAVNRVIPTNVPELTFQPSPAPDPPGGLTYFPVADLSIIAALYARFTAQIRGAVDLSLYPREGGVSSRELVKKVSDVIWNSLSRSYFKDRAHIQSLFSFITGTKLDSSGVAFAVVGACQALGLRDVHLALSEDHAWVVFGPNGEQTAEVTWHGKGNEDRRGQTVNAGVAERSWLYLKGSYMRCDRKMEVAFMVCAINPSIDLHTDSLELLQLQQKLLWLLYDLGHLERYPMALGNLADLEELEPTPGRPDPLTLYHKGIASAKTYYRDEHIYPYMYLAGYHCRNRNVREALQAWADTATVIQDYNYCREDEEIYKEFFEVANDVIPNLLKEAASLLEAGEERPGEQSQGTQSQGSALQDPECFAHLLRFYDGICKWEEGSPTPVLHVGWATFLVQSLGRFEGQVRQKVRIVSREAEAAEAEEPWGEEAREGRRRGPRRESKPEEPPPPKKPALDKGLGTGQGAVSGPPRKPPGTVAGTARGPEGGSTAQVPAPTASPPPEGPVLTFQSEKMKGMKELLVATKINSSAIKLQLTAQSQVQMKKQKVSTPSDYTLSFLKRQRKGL
Gal4-VP16 FLuc: Gal4-VP16 reporter inhibition counter-screen. Drosophila S2 Gal4-VP16 UAS-luciferase, luminescence, 20 h. Potency, µM (highest dose often 53.6 µM), for the others: at the top dose activity, negative = inhibition, actives largely listed as inhibitors. hit rate 3.5% among 310,000. AID 2546;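 also: Gal4-VP16 expression switched on by copper sulfate through the metallothionein promoter; potency is read from the fitted curve at half-maximal effect; % is scaled to controls: 0 for no effect and ±100 for the full control effect; nearly all actives have a fitted effect of over 50% in size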
RORgamma inh: blocks mouse ROR gamma transcriptional activity; P51450; Drosophila S2 Gal4-RORgamma UAS-luciferase reporter, 20 h; Potency, µM (top dose mostly 53.6 µM), inactives show at the highest dose activity change, negative = inhibition, most hits filed as inhibitors; hit rate 5.4% among 310,000; AID 2551; also: potency is read from the fitted curve at half-maximal effect; % is scaled to controls: 0 for no effect and ±100 for the full control effect; nearly all actives have a fitted effect of over 60% in size
Target sequence (P51450 whole entry, looked up, the tested form may be a part): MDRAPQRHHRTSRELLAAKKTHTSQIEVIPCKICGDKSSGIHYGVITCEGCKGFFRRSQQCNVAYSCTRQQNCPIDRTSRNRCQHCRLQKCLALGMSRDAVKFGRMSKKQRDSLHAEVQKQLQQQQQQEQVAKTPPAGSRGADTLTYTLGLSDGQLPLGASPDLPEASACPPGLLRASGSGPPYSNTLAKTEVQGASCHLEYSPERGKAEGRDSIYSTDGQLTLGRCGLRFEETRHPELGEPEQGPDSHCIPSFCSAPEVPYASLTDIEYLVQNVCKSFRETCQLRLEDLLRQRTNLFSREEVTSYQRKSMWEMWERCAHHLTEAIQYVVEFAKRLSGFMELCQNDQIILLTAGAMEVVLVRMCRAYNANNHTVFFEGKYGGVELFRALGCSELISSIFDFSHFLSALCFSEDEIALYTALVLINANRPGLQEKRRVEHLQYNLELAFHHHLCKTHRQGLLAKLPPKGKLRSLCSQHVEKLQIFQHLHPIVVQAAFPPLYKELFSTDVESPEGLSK
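Luciferase reporter read in Schneider cells carrying Gal4-RORγ (mouse) and UAS-Photinus luciferase; cells given compound 1 h before 700 uM copper sulfate induction, then incubated 20 h at ambient temperature.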
p53 reactivator: re-activators of mutant p53. Potency, µM (top dose mostly 92.2 µM), without a hit: at the top dose activity change, positive = activation, most hits filed as activators. H1299 p53-A138V BP100-luciferase reporter, luminescence, 24 h. AID 504706. hit rate 0.063% among 320,000; also: potency is read from the fitted curve at half-maximal effect; % of control where 0% means no effect; nearly all actives have a fitted effect of over 45% in size
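H1299 (p53-null), stable ts p53-A138V + BP100-Luc; 1000 cells/well, Opti-MEM/10% FBS; cpd 4 pt, 1:5; 24 h, 37 deg C, 5% CO2; detection reagent 10 min RT; luminescence.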
FLuc modulator: firefly luciferase modulation, counter-screen for miR-21 project | P08659 | purified FLuc, Km substrates, luminescence inhibition | Potency, µM (series often up to 57.5 µM), without a hit: top-dose activity change, negative = inhibition, actives largely listed as inhibitors | hit rate 6.9% among 360,000;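 also: potency is read from the fitted curve at half-maximal effect; plate controls were vehicle for no effect and reference inhibitor for full effect; nearly all actives have a fitted effect of over 55% in size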
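Biochemical qHTS of compounds, final roughly 60 µM downward over six points, against 10 nM purified firefly luciferase using Km concentrations of substrates (10 uM D-luciferin, 10 uM ATP) in Tris acetate pH 7.5 buffer; luminescence output.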
ELG1 genotoxic: genotoxicity induction in ELG1-luciferase HEK293T cells | hit rate 1.3% among 330,000 | Potency, µM (titrated, usually from 46 µM), for the others: top-dose activity change, positive = activation, most hits filed as activators | HEK293T ELG1-luciferase reporter, luminescence, 16 h; also: potency is read from the fitted curve at half-maximal effect; % of control where 0% means no effect; nearly all actives have a fitted effect of over 60% in size
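Luminescence read-out: rising ELG1-luciferase signal, reflecting elevated ELG1 protein under genetic stress, flags genotoxic compounds. Cells were treated for 16 hr at 37 °C before ONE-Glo detection.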
Starred values were filed as active, the others as inactive; ? = inconclusive; . = no result given; & = joins results of further samples; [ ] = dose if it differs, or a comment. Unless noted, calls follow the shape of the dose curve; as a rule, active = well fitted curve in the direction sought with a large enough effect; inconclusive = small, poorly fitted or top-dose-only effect, or another doubt; inactive = no such curve, though single readings can be large; an effect the other way counts as inactive or inconclusive.

SMILES	Rab9 promoter act	NPC1 promoter act	Giardia kill	PKM2 activator	BRCA1 expr act	Menin MLL FP TR	Gal4-VP16 FLuc	RORgamma inh	p53 reactivator	FLuc modulator	ELG1 genotoxic
CCN(CC)S(=O)(=O)c1ccc(OC)c(NC(=O)CSc2ccccc2)c1	2%	-6%	6	-1%	-21%	-1%	-1%	28%	7%	-8%	0%
CCOCCCNC(=O)c1ccccc1Br	-3%	7%	-7	-3%	-1%	-13%	0%	-38%	1%	5%	12%
O=C(O)c1ccc(CNCc2ccccc2F)cc1	-5%	-7%	-2	2%	-47%	8%	-2%	-2%	1%	-1%	0%
CCOC(=O)c1sc(NC(=O)CSc2nnc(-c3ccco3)o2)c(C(=O)OCC)c1C	0%	2%	-26	-4%	-11%	-4%	-3%	-24%	-7%	0%	-2%
O=C(COc1ccc(Cl)cc1Cl)NC(=O)N1CCOCC1	-5%	-5%	3	0%	0%	16%	-2%	10%	?	21µM*	5%
Cc1ccc(Cl)cc1NC(=O)C1CCCN(S(C)(=O)=O)C1 (centres undefined)	6%	1%	5	2%[11.5 µM]	-7%	3%	-2%	-4%	-4%	7%	0%
Cc1onc(-c2ccccc2)c1NC(=O)Nc1c(-c2ccccc2)noc1C	-2%	-2%	-23	-5%	-1%	-12%	5%	3%	-5%	1%	-1%
COc1ccc(C(=O)Nc2ccc(CN3CCOCC3)cc2)cc1	27%	25%	-11	2%	58%	.	5%	20%	19%	12µM*	?
CC(=O)Oc1ccc2oc3c(c2c1)C(=O)CCC3	-7%	1%	-2	3%	14%	-15%	12%	-8%	4%	?	4%
O=C(NCc1ccc2c(c1)OCO2)C1CCCN1C(=O)Nc1ccccc1 (centres undefined)	-2%	-2%	-4	-5%	0%	24%	0%	-15%	-4%	1%	1%

A stretch from further up:
SMILES	Rab9 promoter act	NPC1 promoter act	Giardia kill	PKM2 activator	BRCA1 expr act	Menin MLL FP TR	Gal4-VP16 FLuc	RORgamma inh	p53 reactivator	FLuc modulator	ELG1 genotoxic
O=C(O)c1ccc(CNCc2ccccc2F)cc1	-5%	-7%	-2	2%	-47%	8%	-2%	-2%	1%	-1%	0%
CCOC(=O)c1sc(NC(=O)CSc2nnc(-c3ccco3)o2)c(C(=O)OCC)c1C	0%	2%	-26	-4%	-11%	-4%	-3%	-24%	-7%	0%	-2%
O=C(COc1ccc(Cl)cc1Cl)NC(=O)N1CCOCC1	-5%	-5%	3	0%	0%	16%	-2%	10%	?	21µM*	5%
Cc1ccc(Cl)cc1NC(=O)C1CCCN(S(C)(=O)=O)C1 (centres undefined)	6%	1%	5	2%[11.5 µM]	-7%	3%	-2%	-4%	-4%	7%	0%
Cc1onc(-c2ccccc2)c1NC(=O)Nc1c(-c2ccccc2)noc1C	-2%	-2%	-23	-5%	-1%	-12%	5%	3%	-5%	1%	-1%
COc1ccc(C(=O)Nc2ccc(CN3CCOCC3)cc2)cc1	27%	25%	-11	2%	58%	.	5%	20%	19%	12µM*	?
CC(=O)Oc1ccc2oc3c(c2c1)C(=O)CCC3	-7%	1%	-2	3%	14%	-15%	12%	-8%	4%	?	4%

The list goes on:
SMILES	Rab9 promoter act	NPC1 promoter act	Giardia kill	PKM2 activator	BRCA1 expr act	Menin MLL FP TR	Gal4-VP16 FLuc	RORgamma inh	p53 reactivator	FLuc modulator	ELG1 genotoxic
NS(=O)(=O)c1cccc(NC(=O)Nc2ccc(Cl)cc2)c1	18%	30%	-8	-5%	?	.	-8%	24%	11%	7.6µM*	6%
Cc1ccc(OCCNC(=O)c2cccc(C)c2)cc1	5%	16%	3	-4%	28%	-15%	8%	36%	.	1%	3%
CCCCN(C1CCS(=O)(=O)C1)S(=O)(=O)c1cccs1 (centres undefined)	1%	0%	-1	.	-8%	.	.	.	-1%	3%	-4%
CC(=O)Nc1cccc(CP(=O)(c2ccccc2)c2ccccc2)c1	-3%	-1%	-11	-3%	-8%	.	2%	0%	-3%	-2%	-3%
COc1ccc(-c2cc(-c3ccccc3)nc(SC(C)C(=O)O)c2C#N)cc1 (centres undefined)	1%	-6%	-17	-8%[11.5 µM]	-37%	24%	-22%	?	5%	-19%	6%
Cc1cc(Cl)ccc1NNC(=O)c1snnc1C	1%	12%	-4	-3%	-20%	.	-9%	26%	13%	-3%	6%
Cc1occc(=O)c1OCc1ccc(Cl)cc1Cl	-1%	0%	-5	.	16%	-14%	1%	8%	-2%	0%	-1%
Cc1cc(C)n(-c2ncc(-c3ccccc3)nn2)n1	20%	14%	16	7%	73%	1%	-14%	?	9%	?	?
O=S(=O)(c1ccc2nc(Cc3ccccc3)[nH]c2c1)N1CCOCC1	-4%	1%	4	-5%	5%	13%	12%	5%	-6%	-1%	-2%
O=C1CC(c2ccc(O)c(O)c2)Oc2cc(O)cc(O)c21 (centres undefined)	-11%	-12%	8	?	49%	4%	7%&17%	14%&-10%	10%	-13%	0%
COc1ccc(CNC(=O)CSCc2ccccc2Cl)cc1	19%	16%	-7	16%	?	-2%	-4%	-1%	20%	?	?
CC(=O)c1sc(Nc2ccccn2)nc1C	6%	19%	-16	-7%	-53%	-1%	?	?	14%	?	?
CN(Cc1cccc(F)c1)C(=O)C(c1ccccc1)c1ccccc1	-4%	-1%	-21	.	-5%	?	13%	38%	0%	0%	-4%
COc1cc2ccccc2cc1C(=O)N1CCCCC1	2%	-2%	-28	.	-8%	.	.	.	2%	4%	-2%
COCCNCCCCOc1ccccc1-c1ccccc1	1%	-4%	-16	-6%	-28%	-6%	-14%	-17%	-5%	-2%	-3%
CC1=CC(C)(C)N(C(=O)CSc2nnc(N)s2)c2cc(C)c(C)cc21	-6%	-3%	0	-2%	-16%	?	-10%	-24%	-8%	0%	-3%
COc1cc(C=Nc2c(C)cc(C)cc2C)ccc1OC(C)=O	-5%	-4%	5	-10%	6%	-5%	-7%	-1%	-17%	-1%	-1%
COc1ccccc1N=CC1=C(O)CC(c2ccccc2)CC1=O (centres undefined)	-2%	-8%	-2	1%	-36%	?	-5%	?	4%	-2%	0%
O=C(O)/C=C/c1cccc(NC(=O)Nc2ccc([N+](=O)[O-])cc2)c1	5%	-5%	-16	.	18%	?	-7%	-9%	0%	7.6µM*	0%
O=C(c1ccc(S(=O)(=O)c2ccccc2)cc1)N1CCCCCC1	0%	-1%	-13	-2%	-20%	-8%	6%	13%	-5%	4%	-3%
COc1cccc(CC2(CO)CCCN(Cc3cnn(-c4ccccc4)c3)C2)c1 (centres undefined)	4%	0%	-5	-9%	-3%	-25%	-2%	7%	0%	0%	-5%
c1ccc(NNC2=NCCCCC2)cc1	-3%	1%	-6	.	8%	12%	3%	3%	-2%	0%	6%
Cc1ccc(S(=O)(=O)c2nc(-c3ccccc3)oc2NCCN2CCOCC2)cc1	-7%	2%	0	-1%	-5%	8%	0%	2%	-13%	6%	4%
CCNS(=O)(=O)c1cc(OC)ccc1OC	2%	2%	6	5%	-5%[1.84 µM]	0%	-2%	-14%	-2%	-3%	-4%
O=C(Nc1cccnc1)c1ccc(Cl)c(S(=O)(=O)N2CCOCC2)c1	6%	-2%	0	-1%	9%	7%	-4%	30%	-1%	2%	-5%
Cc1ccc(NC(=O)c2ccc3c(c2)CCN3S(C)(=O)=O)cc1C	4µM*	2.5µM*	2	2%	?	33%[activator]	?	?	.	15µM*	9%
CNC(=S)NNC(=O)c1cccc(N(C)C)c1	-1%	-1%	-3	-3%	2%	9%	-12%	?	0%	0%	3%
COCCN(C(=O)CN1CCCc2ccccc21)c1c(N)n(Cc2ccccc2)c(=O)[nH]c1=O	-3%	2%	-6	-1%	-21%	0%	-6%	11%	-2%	-2%	2%
O=C(Nc1cc(C(F)(F)F)ccc1N1CCOCC1)c1ccccc1	-6%	2%	5	0%	-12%	.	1%	5%	5%	0%	0%
CN1C(=O)C(O)(CC(=O)/C=C/c2ccco2)c2cc(Br)ccc21 (centres undefined)	-1%	3%	-23	10%	-58%	10%	1%	?	12%	2%	0%
CN(C)CCCNc1ccc(-c2nn(C)c(=O)c3ccccc23)cc1[N+](=O)[O-]	-6%	-1%	9	0%	-15%	13%	3%	-17%	-3%	-1%	13%
CCOc1ccccc1/C=N/NC(=O)c1ccc(Cn2cc([N+](=O)[O-])cn2)o1	-5%	-2%	-4	2%	-8%	3%	1%	6%	-7%	6%	1%
CC(/C=C/C1(O)C(C)CC(=O)CC1(C)C)OC1OC(CO)C(O)C(O)C1O (centres undefined)	10%	-1%	0	7%	-1%	10%	-8%	-7%	1%	0%	0%

A portion of the library; the hit share may differ from the screen's.
